RBX1-CUL1 inh – human ROC1-CUL1 E3 ligase inhibition; actives 0.6% (n = 140,000); inhibition, % at 10 µM; P62877+Q13616; in vitro K48 di-Ub FRET, acceptor:donor ratio, 45 min; in the data active = inhibition above about 25%
Target sequence (P62877 whole entry, looked up): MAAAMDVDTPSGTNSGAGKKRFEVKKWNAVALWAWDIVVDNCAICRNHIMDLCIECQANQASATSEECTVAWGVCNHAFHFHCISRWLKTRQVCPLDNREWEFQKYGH
Target sequence (Q13616 whole entry, looked up): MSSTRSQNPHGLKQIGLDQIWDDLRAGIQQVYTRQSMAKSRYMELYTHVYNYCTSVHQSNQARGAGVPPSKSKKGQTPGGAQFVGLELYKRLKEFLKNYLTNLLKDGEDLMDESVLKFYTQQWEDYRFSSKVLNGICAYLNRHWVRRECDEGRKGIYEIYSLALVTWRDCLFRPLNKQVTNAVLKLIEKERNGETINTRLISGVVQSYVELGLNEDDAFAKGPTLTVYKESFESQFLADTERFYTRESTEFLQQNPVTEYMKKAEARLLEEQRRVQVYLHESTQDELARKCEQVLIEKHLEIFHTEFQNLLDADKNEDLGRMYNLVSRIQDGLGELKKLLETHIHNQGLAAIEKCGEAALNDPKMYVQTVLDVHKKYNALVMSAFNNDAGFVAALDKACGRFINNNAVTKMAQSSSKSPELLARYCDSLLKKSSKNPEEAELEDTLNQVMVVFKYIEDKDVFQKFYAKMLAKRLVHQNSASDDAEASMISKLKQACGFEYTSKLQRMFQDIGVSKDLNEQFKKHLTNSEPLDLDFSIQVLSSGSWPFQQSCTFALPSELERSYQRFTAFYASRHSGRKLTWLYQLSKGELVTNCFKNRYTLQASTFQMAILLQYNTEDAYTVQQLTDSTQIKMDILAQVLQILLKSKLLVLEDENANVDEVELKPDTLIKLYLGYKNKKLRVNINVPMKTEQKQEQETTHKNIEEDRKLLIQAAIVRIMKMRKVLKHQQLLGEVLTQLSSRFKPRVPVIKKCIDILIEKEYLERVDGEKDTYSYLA
Numbers without * were called inactive; & = joins results of further samples.

SMILES	RBX1-CUL1 inh
O=C(N/N=C/c1cccnc1)c1cc2ccccc2cc1O	-5
CCOC(=O)c1c(C)n(S(=O)(=O)c2ccc(C)cc2C)c2ccc(NS(=O)(=O)c3ccc(C)cc3C)cc12	-7
COc1ccc(-c2n[nH]c3c2CN(S(=O)(=O)c2ccsc2)CC3)cc1	-1
COC(=O)c1cc2ccc(C)cc2c2c1ccc1ccccc12	5
COC(=O)c1cccc(NC(=O)C2CCN(S(=O)(=O)Cc3ccccc3)CC2)c1C	-2
COc1ccc(-n2cc(C(=O)Nc3cc(F)ccc3F)c3ccccc3c2=O)cc1	3
Oc1ccc2ccccc2c1[C@@H]1CCC2=NCCCN21	7
CC1(c2cccnc2)CC(=O)c2ccccc2O1 (configuration not stated)	-1
COCCCN1C(=O)CC(CC(=O)N2CCN(c3ccccc3C)CC2)(c2ccccc2OC)C1=O (configuration not stated)	2
COc1ccc(-c2coc3ccc(OC4OC(COC(C)=O)C(OC(C)=O)C(OC(C)=O)C4OC(C)=O)cc3c2=O)cc1 (configuration not stated)	-3
CC(C)(C)N(Cc1ccccc1)C(=O)CCC1CCCCC1(O)c1ccccc1 (configuration not stated)	3
CCCCCOc1ccc(-c2ccc(C(=O)NC(Nc3ccc(OC)cc3)C(Cl)(Cl)Cl)cc2)cc1 (configuration not stated)	-8
N#Cc1ccccc1OCC(=O)N1CCN(c2ccccc2F)CC1	-5
COc1cc(C(=O)O)ccc1Oc1ccc([N+](=O)[O-])cc1[N+](=O)[O-]	1
Cc1ccccc1CCNC(=O)C1CCCN(C2CCN(C(C)C)CC2)C1 (configuration not stated)	6
N#Cc1c(-c2ccccc2)nc2n(-c3ccccc3)nc(C(=O)Nc3ccccc3)n2c1=O	-10
CC(C)Cn1c(=O)c2sccc2n2c(CCCC(=O)NCCc3ccccc3)nnc12	-5
CCOC(=O)C(NC(=O)c1ccc(F)cc1)(Nc1sc2c(c1C(N)=O)CCCC2)C(F)(F)F (configuration not stated)	-2
Cc1ccc2c(c1)CC(C)C1(CCCCC1)N2 (configuration not stated)	1
CC(COc1ccccc1)N1CCC(CCC(=O)NC2CC2)CC1 (configuration not stated)	9
CCCCOc1ccc(CN(C)c2ncnc(N)n2)cc1	-8
CCOc1ccc(C(=O)C2C(=O)C(=O)N(CCOC)C2c2cccc(OCCC(C)C)c2)cc1 (configuration not stated)	1
Cc1ccc2nc3c(cc(C(=O)N4CCCCCC4)n3C)c(=O)n2c1	-8
NC(=O)C1(C(=O)N2CCOC(Cc3cccc(C(F)(F)F)c3)C2)CC1 (configuration not stated)	14
CCOC(=O)C1(CCOc2ccccc2)CCCN(Cc2cccnc2)C1 (configuration not stated)	5
SMILES	RBX1-CUL1 inh
COc1ccc(CCn2cc3c(c2-c2ccc(Br)cc2)c(=O)n(C)c(=O)n3C)cc1OC	2
C/C(=N/N1CCN(Cc2ccc(C)cc2)CC1)c1ccc(Cl)cc1	-3
CCOc1ccc(CCN2C(=O)NC(=O)C3C2=NC(=O)C3(NC(=O)c2cccc(F)c2)C(F)(F)F)cc1OCC (configuration not stated)	-1&-2
COc1ccc(N2CCN(Cc3nc4c(c(=O)[nH]c(=O)n4C)n3CC(C)C)CC2)cc1	1
CC(CN1CCCCC1)NCc1cc(=O)[nH]cn1 (configuration not stated)	5
O=C(c1ccccc1)C(Sc1n[nH]c(-c2ccc(F)cc2)n1)n1cncn1 (configuration not stated)	-5
COC(=O)C1=C(C)N(c2ccccc2)/C(=C/c2cccc3ccccc23)C1=O	5
CCCN1CCC(NC(=O)CCC2CCCCC2)CC1	-3
O=c1c(Oc2ccccc2)c(C(F)(F)F)oc2c(O)c(O)ccc12	9
Cc1ccc(Cl)cc1N1CCN(S(=O)(=O)c2cc3[nH]c(=O)c(=O)[nH]c3cc2C)CC1	-4
Cc1ccccc1N1CC(C(=O)Nc2cccc(C)c2C)CC1=O (configuration not stated)	8
CC(CCc1ccccc1)NC(=O)Cn1c(=O)nc(-c2ccccc2)c2ccccc21 (configuration not stated)	0
CCOC(=O)c1c(NC(=O)CSc2nnnn2-c2ccccc2)sc(C(=O)OC)c1C	6
COc1ccc(C(=O)NCC(c2ccc3c(c2)OCO3)N2CCN(c3ccc(F)cc3)CC2)cc1 (configuration not stated)	1
c1ccc2c(c1)ccc1nc3c(ccc4ccccc43)nc12	-4
CCOc1ccc(/C=N/NC(=O)c2ccc(OC)c(OC)c2)cc1	1
Cc1nc2c(I)cc(I)cc2c(=O)o1	-1
Cc1cc(C(=O)N2CCC(C3(CCC(C)C)NC(=O)N(Cc4ccccn4)C3=O)CC2)c(C)o1 (configuration not stated)	3
CC1=Nc2nnnn2C(c2ccc(C(C)C)cc2)C1C(=O)Nc1ccccc1C (configuration not stated)	0
Cc1nc(-c2ccncc2)ncc1C(C)NCc1cccn1-c1ncccn1 (configuration not stated)	-3
CCOc1ccc(C(CC(=O)Nc2cc(C)c(Cl)cc2OC)N2Cc3ccccc3C2=O)cc1OC (configuration not stated)	-5
Cc1c(Cl)cccc1N1C(=O)/C(=C/c2cccn2-c2cccc(C(=O)O)c2)C(=O)NC1=S	101*
Cc1nc(Cl)c(C(=O)N2CCC(C)CC2)c(C)c1Cl	2
CCS(=O)(=O)N1CCc2cc(C(=O)NCc3ccc(C)cc3)ccc21	-3
COc1cccc(CCc2nnc(CCC(=O)NC3CCC3)o2)c1	-2

Three entries from above in another layout.
Cc1c(Cl)cccc1N1C(=O)/C(=C/c2cccn2-c2cccc(C(=O)O)c2)C(=O)NC1=S
- RBX1-CUL1 inh: 101*

Cc1nc(Cl)c(C(=O)N2CCC(C)CC2)c(C)c1Cl
- RBX1-CUL1 inh: 2

CCS(=O)(=O)N1CCc2cc(C(=O)NCc3ccc(C)cc3)ccc21
- RBX1-CUL1 inh: -3

Later entries.
SMILES	RBX1-CUL1 inh
CCCSCCCNC(=O)C1CCCN(c2nn3cc(-c4ccc(OC)cc4)nc3s2)C1 (configuration not stated)	-5
CCCC(=O)Nc1cc(C)ccc1C	7
Cc1c(CC(=O)NCCc2ccccc2F)c(=O)oc2cc(O)c(Cl)cc12	-1
O=C(Cn1cc(C(F)(F)F)ccc1=O)Nc1ccc(Br)cc1	3
O=C(NCCN1CCOCC1)c1cc(COc2ccc3ncccc3c2)on1	11
COc1cccc(CNC(=O)CCCn2nc(C)c3sc4ccccc4c3c2=O)c1	-5
CSc1ccc(CNC(=O)Cn2nc(N3CCN(c4ccccc4)CC3)ccc2=O)cc1	5
CC(C)Cn1cc(C(=O)N2CCN(c3cccc(Cl)c3)CC2)c2c3ccccc3n(C)c2c1=O	-8
Cc1ccc(NC(=O)COc2ccccc2/C=C2/SC(=O)N(C(C)C)C2=O)cc1	2
CCOC(=O)Cc1[nH]nc2c1C(c1ccc(OCCN3CCOCC3)c(OCC)c1)C(C#N)C(=N)O2 (configuration not stated)	1
Cc1c(N=Cc2ccc(-c3ccccc3Cl)o2)c(=O)n(-c2ccccc2)n1C	-5
C=CCN1CCN(C(=O)c2ccc(-c3ccccc3)cc2)CC1	-3
CCOc1ccc2cc(/C=C/C(=O)c3ccc(N)cc3)c(Cl)nc2c1	-2
C/C=C/Cn1c(=O)c2c(nc3n(CCO)c(C)c(C)n23)n(C)c1=O	0
Cc1ccc(F)cc1NC(=O)CN1CCCC1	9
C#CCOc1ccc(C(=O)N2CCCc3ccccc32)cc1	4
CN(C)c1ccc(C(CNS(=O)(=O)c2ccccc2)N2CCc3ccccc32)cc1 (configuration not stated)	-2
CCOC(=O)C1=C(C)N=c2s/c(=C/c3ccc(-c4ccccc4C(=O)OC)o3)c(=O)n2C1c1cccc(OC)c1 (configuration not stated)	9
CCCn1cc(S(=O)(=O)c2ccc(C)cc2)c(=O)c2cc(F)c(N3CCCC3)cc21	-2
CCC1CN(C(=O)N2CCC(C(=O)NCc3ccco3)CC2)c2ccccc2O1 (configuration not stated)	-6
COc1ccc(N2CCN(S(=O)(=O)CCNC(=O)COc3cccc(OC)c3)CC2)cc1	-1
O=C(Nc1nnc(S(=O)(=O)N2CCCCCC2)s1)c1ccccc1F	-5
COCCCNC(=O)c1sc2nc3n(c(=O)c2c1C)CCC3	-16
CCOc1ccc(CCNC(=O)CN2C(=O)COc3ccc(S(=O)(=O)N(CC)CC)cc32)cc1	0
CCCCS(=O)(=O)Nc1cc(C(C)(C)C)ccc1OC	-4
SMILES	RBX1-CUL1 inh
O=C(Nc1ccc2c(c1)-c1cc(NC(=O)c3ccco3)ccc1C2)c1ccco1	-1
O=C(CN1CCCC1)N1CCCC(Cn2cc(CO)nn2)C1 (configuration not stated)	6
Cc1ccc(-c2csc3ncnc(-n4nc(C)cc4C)c23)cc1	2
CCc1ccccc1NC(=O)Cn1c(-c2nonc2N)nc2ccccc21	0
Cc1cc(N2CCCCC2)nc2ccc(NC(=O)CCC(=O)N3CCN(c4ccccc4)CC3)cc12	-4
COC(=O)c1cc(S(=O)(=O)N2CCN(c3cccc(C)c3)C(C)C2)c[nH]1 (configuration not stated)	1
O=C(NC(=S)Nc1cccc(Cl)c1)c1ccc(F)cc1	2
COc1ccc(NC(=O)Cn2c(=O)ccc3cc(S(=O)(=O)N4CCCC4)ccc32)cc1Cl	1
COc1ccc(C(=O)Oc2c(Sc3ccc(C)cc3)c(C)nn2C(C)(C)C)c(OC)c1	-12
COc1ccc(S(=O)(=O)NCc2nc(NCCCc3ccccc3)c3ccccc3n2)cc1OC	-6
O=C(COCc1cc(-c2ccc3c(c2)OCO3)on1)NCc1ccc(F)cc1	10
Cc1ccc2nc(/C(C#N)=C/c3ccc([N+](=O)[O-])c(Cl)c3Cl)[nH]c2c1	2
CCOC(=O)C(O)(c1ccc(NC(=O)c2ccco2)cc1)C(F)(F)F (configuration not stated)	-2
CCc1ocnc1C(=O)NCc1cccnc1N1CCN(C)CC1	6
CCN1CCCC1CNC(=O)CCC1CCN(Cc2cc(CC(C)C)n[nH]2)CC1 (configuration not stated)	-8
Cc1nn(C)cc1CNC(=O)NC1CCCCC1	-5
COc1cc(CN2CCC(CCC(=O)N3CCOCC3)CC2)cc(Cl)c1OC	5
CC(C)n1cc(C(=O)NCC2CCCCC2)c(=O)c(C(=O)N(C)Cc2ccsc2)c1	-2
COc1ccc(N2C(=O)C3ON=C(C(=O)c4cccs4)C3C2=O)cc1 (configuration not stated)	-1
CCOc1cccc2sc(NC(=O)c3ccc(S(=O)(=O)N4CCCCC4)cc3)nc12	10
Cc1noc(C)c1C(=O)Nc1ccc(Cl)cc1F	5
CCCC(=O)NCC(c1ccc2c(c1)OCO2)N1CCN(c2ccccc2)CC1 (configuration not stated)	-3
CCCCc1nnc2sc(-c3ccccc3)nn12	6
O=C(CSc1nc2c([nH]c3ccccc32)c(=O)n1-c1ccccc1F)Nc1cccc(C(F)(F)F)c1	-1
O=c1c(NCc2cccs2)nccn1-c1ccccc1	-2

Continued (7 carried over from the part before).
SMILES	RBX1-CUL1 inh
COc1ccc(N2C(=O)C3ON=C(C(=O)c4cccs4)C3C2=O)cc1 (configuration not stated)	-1
CCOc1cccc2sc(NC(=O)c3ccc(S(=O)(=O)N4CCCCC4)cc3)nc12	10
Cc1noc(C)c1C(=O)Nc1ccc(Cl)cc1F	5
CCCC(=O)NCC(c1ccc2c(c1)OCO2)N1CCN(c2ccccc2)CC1 (configuration not stated)	-3
CCCCc1nnc2sc(-c3ccccc3)nn12	6
O=C(CSc1nc2c([nH]c3ccccc32)c(=O)n1-c1ccccc1F)Nc1cccc(C(F)(F)F)c1	-1
O=c1c(NCc2cccs2)nccn1-c1ccccc1	-2
Cc1ccc(-c2noc(-c3ccc4c(c3)OCCO4)n2)cc1	7
O=C(NC(Cc1ccccc1)C(=O)NCc1ccco1)OCc1ccccc1 (configuration not stated)	1
Cc1ccc(CN2CCC(CN(C)Cc3cnn(C)c3C)CC2)o1	-11
COc1cc(C2CCCCC2C)cc(OC)c1OC (configuration not stated)	-7
CCOC(=O)C1=C(C)OC(=N)C(C#N)C1c1cccc(Oc2ccc(Cl)cc2)c1 (configuration not stated)	3
COC(=O)[C@]1(C)C[C@H](C(=O)NC2CCCC2)[C@H](c2ccccc2C)N1C	-5
O=C(O)c1ccc2c(c1)C(=O)N(c1snc3ccccc13)C2=O	9
Cc1cccc(-n2nnc(C(=O)O)c2C)c1	7
COC(=O)C1CCN(CC(O)COc2cccc(CN3CCC(O)CC3)c2)CC1 (configuration not stated)	-2
Cc1ccccc1Cn1cnc2ccccc2c1=O	8
Cc1cc(/C=C2\C(=O)NC(=S)N(c3ccc(Cl)cc3)C2=O)c(C)n1-c1ccccc1	2
Cc1c(Cl)cccc1Nc1nc(N)nc(CSc2nc3ccccc3s2)n1	5
COC(=O)c1c(NC(=O)c2cccnc2Cl)sc(C)c1-c1ccc(OC)cc1	3
O=C(c1ccoc1)N1CCC2(CCCN(Cc3cccc(F)c3F)C2)C1 (configuration not stated)	6
CCOC(=O)C1(Cc2ccc(OC)cc2)CCN(C(=O)c2cc(C)cc(C)c2)CC1	2
CN(Cc1ccon1)c1ccc(C(=O)NCCC2COc3ccccc3O2)cn1 (configuration not stated)	-6
Cc1ccccc1-n1cc(CN(C)C(=O)CCC2(Cc3ccc(Cl)cc3)CCC(=O)N2)cn1 (configuration not stated)	-6
C[C@@H]1CC2(CCCN2Cc2ccccc2)C[C@H]1C	0
O=C(Nc1ccc(OCc2cc(=O)n3c4c(sc3n2)CCCC4)cc1)c1ccccc1	1
COc1ccc(-c2noc(-c3ccc(NCC4CCCO4)c([N+](=O)[O-])c3)n2)cc1OC (configuration not stated)	-6
CCCCSc1nc2ccc(NC(=O)c3sc4nc(-c5ccc(OC)cc5)ccc4c3N)cc2s1	-6

Screening data as filed in PubChem.

Only part of the results is shown; rates above refer to the full screens.
